Large T inhibition = SV40 large T antigen inhibitors, biochemical (AID 1903); SV40 large T antigen ATPase/helicase inhibition assay; higher % means a stronger effect; inhibition, % at 20 µM, or IC50 in µM where a hit was titrated; 310,000 tested, 0.39% active; in the data active = a potency from the dose series; inconclusive = inhibition mostly from about 32% at the one dose, without a potency; inactive = the rest, 99 in 100 with inhibition below about 32%; note: strong numbers were not always called active
RSV CPE inhibition = inhibition of RSV-induced cytopathic effect – HEp-2 cells, primary 10 µM value included (AID 2391); HEp-2 cells, RSV-induced CPE inhibition; higher % means a stronger effect; CPE inhibition, % at 10 µM, or IC50 in µM where a hit was titrated; 310,000 tested, 0.13% active; in the data active = a potency from the dose series; inconclusive = CPE inhibition mostly from about 23% at the one dose, without a potency; inactive = the rest, 99 in 100 with CPE inhibition below about 21%; note: strong numbers were not always called active
West Nile virus CPE = inhibition of WNV-induced cytopathic effect – cell-based, CPE readout (AID 1621); West Nile virus-infected cells, CPE inhibition; higher % means a stronger effect; CPE inhibition, % at 10 µM, or IC50 in µM where a hit was titrated; 290,000 tested, 0.02% active; in the data active = a potency from the dose series; inconclusive = CPE inhibition mostly from about 3.7% at the one dose, without a potency; inactive = the rest, 99 in 100 with CPE inhibition below about 2.2%; note: strong numbers were not always called active
Myeloid diff MLP = promotes myeloid progenitor differentiation; ER-HoxA9 myeloid progenitors, lysozyme-GFP differentiation, flow cytometry; calls only at 10 µM; 360,000 tested, 1% active; AID 624256;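 active = normalized GFP-positive differentiation at or above the plate's own cutoff, the solvent-only control mean plus 3 SD; inconclusive = no clear call, values can overlap the other calls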;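 note: cells exposed to compound for four days before flow analysis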
Salmonella PhoP GFP = inhibitors of PhoP regulon expression, primary screen, Salmonella Typhimurium, GFP reporter (AID 1863); S. Typhimurium PhoP-regulated promoter GFP reporter, 4 h; higher % means a stronger effect; one-dose inhibition, % at 50 µM; IC50 in µM for titrated hits; 300,000 tested, 0.16% active;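 active = inhibition over 29.93%, a cutoff 3 SD above the screen mean, later confirmed by dose response; inconclusive = inhibition over 29.93% but no dose response follow-up; inactive = inhibition at most 29.93% or unconfirmed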;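 note: 0% = low Mg2+ inducing control and 100% = high Mg2+ repressing control; strong numbers were not always called active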
MgcRacGAP inhibition = MgcRacGAP GTPase-activating activity inhibitors, confirmation, biochemical, ADP Hunter fluorescence. 340,000 tested, 0.6% active. MgcRacGAP-stimulated Rac1 GTP hydrolysis, ADP Hunter fluorescence; higher % means a stronger effect; GST-tagged Rac1 F28L mutant substrate. inhibition, % at 30 µM, or IC50 in µM where a hit was titrated;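 active = first-screen hits whose inhibition reached a set limit at any dose in the follow-up dose series; inconclusive = inhibition above the set first-screen limit but never retested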;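 note: fluorescence reports GDP produced by GAP-driven GTP hydrolysis; strong numbers were not always called active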
T cell HTS = T cell immune modulators affecting CD8 T cell-vesicle binding; calls only at 7 µM; 330,000 tested, 0.068% active; 2C CD8+ T cell-vesicle binding, flow cytometry; stronger effect = lower value;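 active = response, share of CD8 T cells binding vesicles, and their 90th percentile fluorescence all below set limits, cut at about 80% in these data, passing the limit was not always enough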
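Read-out – percent CD8+ FL2 mean versus row control · System – murine 2C transgenic CD8+ T lymphocytes · Times – 1.5 h cell–vesicle binding at 37 °C, then 20 min icy labelling · Control set – naked vesicles low, QL9 vesicles with vehicle high · Detection – cytometric PE anti-B7-1 and Alexa647 anti-CD8 signals after 1% paraformaldehyde fixation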
WT yeast gro inh = growth inhibition of WT yeast, mitochondrial fusion screen; mitochondrial fusion phenotypic screen, WT strain; 190,000 tested, 2.1% active; inhibition, % at 10 µM; in the data active = inhibition above about 58%; tested in S. cerevisiae
bCat nuc transl = modulators of beta-catenin nuclear translocation. HeLa beta-catenin nuclear translocation, immunofluorescence imaging. nuclear translocation activity, % at 5 µM. 190,000 tested, 0.3% active. AID 1665;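 active = nuclear translocation activity above 50% at 5 µM, with a well cell count of 50 or more; inconclusive = wells under 50 cells across six images, flagged as toxic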;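 note: per-cell ratio of nuclear to cytoplasmic median beta-catenin stain intensity; plate controls were DMSO negative control for no effect and GSK-3 inhibitor IX positive control for full effect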
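Test system: human HeLa cells, native beta-catenin. Compound dosing: 5 µM primary single dose, 0.1% DMSO, 0.02–20 µM confirmation series. Incubation: compound exposure 24 h at 37°C. Detection: beta-catenin immunostaining with DAPI counterstain, 20x imaging, 6 fields/well. Read-out basis: Nuclear/cytoplasmic beta-catenin signal ratio, % activation.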
WT yeast gro inh mutant strain = also measured in WT yeast gro inh; calls as there; inhibition, %; mitochondrial fusion phenotypic screen, mutant strain inhibition
bCat nuc transl cell count 5 µM = further read-out of bCat nuc transl, marked with its call; cell count; measured here: cell count, cytotoxicity flag
T cell HTS vesicle-bound % = recorded beside T cell HTS, whose call it bears; double positive events, %; measured here: CD8+ vesicle-bound cell fraction;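 binding gate set so that unloaded-vesicle control wells show 10% double positive cells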
Myeloid diff MLP GFP+ MAC1+ % = further read-out of Myeloid diff MLP, marked with its call; GFP+ MAC1+ double positive, %; measured here: differentiation confirmed by MAC1 staining
* hit, by the source's call; i = inactive; ? = inconclusive; . = not tested or not shown; + = active, no number. This is a random part of the collection; any-hit rate near 3.6%.

SMILES	Large T inhibition	RSV CPE inhibition	West Nile virus CPE	Myeloid diff MLP	Myeloid diff MLP GFP+ MAC1+ %	Salmonella PhoP GFP	MgcRacGAP inhibition	T cell HTS	T cell HTS vesicle-bound %	WT yeast gro inh	WT yeast gro inh mutant strain	bCat nuc transl	bCat nuc transl cell count 5 µM
Cc1ccc(NC(=O)CN2C(=O)NC(C)(C3CC3)C2=O)c([N+](=O)[O-])c1 (centres undefined)	.	-0.6%	.	i	0.5	.	0%	i	6	.	.	.	.
O=C(CNC(=O)c1cccs1)NCC(=O)OCc1ccc(Cl)cc1Cl	2%	-0.3%	0.6%	i	6.6	-1%	0%	i	69	2	5	-0.5	1375
COc1ccc(F)cc1C(=O)C1CCCN(C(=O)C2=C(C)OCCO2)C1 (centres undefined)	8%	0.9%	-0.5%	+	2.4*	4%	3%	i	60	6	2	-0.4	1137
COc1ccc(CNC(=O)c2cc(=O)c3ccc(C)c(C)c3o2)cc1	-11%	-1.3%	-1.2%	i	0.7	-10%	10%	i	37	.	.	.	.
COc1ccc(N2CCN(C(=O)Cn3cncn3)CC2)cc1	33%	1.2%	0.2%	i	0.6	-5%	15%	i	25	-3	0	-1.4	1077
C=C(C)c1cccc(C(C)(C)NC(=O)Nc2ccc(C(N)=O)cc2)c1	22%	3.3%	0.8%	i	0.3	-8%	15%	i	59	3	14	0.7	1560
COC(C[C@@H]1O[C@@H]1C(=O)[C@@H](C)OCc1ccccc1)OC	22%	0.6%	0.3%	i	1.6	-10%	5%	i	30	.	.	.	.
COc1ccc(C(=O)NCC2CCCO2)cc1 (centres undefined)	8%	1.2%	0.8%	i	0.0	1%	-1%	i	29	-13	-12	.	.
COc1ccc(Cc2nnc(NC(=O)C3CCCO3)s2)cc1OC (centres undefined)	10%	-0.2%	?	+	7.8*	5%	8%	i	22	-18	-11	1.4	894
O=C(CSc1nnnn1C1CCCC1)NCCc1ccccc1	1%	0.9%	0.0%	i	0.5	2%	9%	i	34	.	.	1.1	1302
O=C(O)c1cccc(N/N=C/c2cn(-c3ccccc3)nc2-c2cccs2)c1	1%	7.0%	0.0%	i	1.1	4%	3%	i	30	8	6	-2.2	1162
NNC(=O)c1ccc(OCC2CC(c3ccc(Cl)cc3)=NO2)cc1 (centres undefined)	16%	-1.6%	-0.3%	i	0.4	0%	-4%	i	38	.	.	0.9	1244
COc1cc(-c2nnc(SCC(=O)NC3CCCC3)n2C)cc(OC)c1O	5%	2.1%	-0.1%	i	0.4	1%	7%	i	41	.	.	.	.
COc1ccc(NC(=O)CSc2nnc(-c3cccnc3)o2)cc1	2%	-0.5%	0.4%	i	2.3	24%	4%	i	17	-6	-9	-5.5	1185
CN(/N=C/c1ccncc1)C1=NS(=O)(=O)c2ccccc21	2%	0.5%	0.7%	i	1.3	-6%	2%	i	42	13	-3	0.9	1314
CC(=O)NC(C)c1ccc(Cl)c(Cl)c1 (centres undefined)	0%	-1.5%	-0.2%	i	1.1	12%	-4%	i	8	-10	-1	-0.7	1156
CCOC(=O)N/N=C\c1cccc(OC)c1	.	3.2%	0.0%	i	0.2	.	7%	i	30	-10	-6	-1.7	985
O=C(O)CSc1nnc(-c2ccc(Cl)cc2Cl)n1-c1ccccc1	5%	1.9%	3.4%	i	0.3	-5%	8%	i	48	.	.	.	.
O=[N+]([O-])c1ccc(S(=O)(=O)Nc2ccccn2)cc1	10%	0.5%	-0.3%	i	0.6	-2%	11%	i	62	.	.	.	.
COC(=O)c1cc(NC(=O)C2CC=CCC2C(=O)O)cc(C(=O)OC)c1 (centres undefined)	11%	0.8%	0.6%	i	0.3	7%	6%	i	36	7	-24	-0.3	1086
CC(=O)Nc1nc(C)c(-c2csc(Nc3ccc(S(N)(=O)=O)cc3)n2)s1	12%	-0.3%	0.0%	i	0.8	-11%	18%	i	43	.	.	-0.5	1305
O=C(Nc1nc(-c2ccc(F)cc2)cs1)C1CCCO1 (centres undefined)	13%	7.6%	0.0%	i	0.5	-2%	7%	i	31	-6	-7	2.8	528
O=C1CC(N2CCN(c3ccccc3F)CC2)C(=O)N1c1ccc2c(c1)OCCO2 (centres undefined)	5%	4.2%	-0.2%	i	1.0	12%	4%	i	40	-10	-4	-2.5	953
CCCN1Cc2cccc(C(=O)NC(CC(=O)OCC)c3ccc(OCC)c(OC)c3)c2C1=O (centres undefined)	1%	2.2%	0.2%	i	0.0	9%	7%	i	57	-7	-5	2.6	1053
CC(CC(=O)Nc1ccccc1C(F)(F)F)c1ccccc1 (centres undefined)	6%	0.6%	-0.7%	i	1.1	-1%	4%	i	42	11	-15	-1.2	585
COC(=O)c1nnn(-c2ccc(F)c(Cl)c2)c1C(=O)OC	2%	2.1%	0.0%	i	0.5	-3%	-16%	i	56	22	4	-0.3	1161
Nc1ncnc(NCc2ccccc2)c1[N+](=O)[O-]	5%	12%	-0.6%	i	0.0	1%	-4%	i	52	3	-15	-1.7	512
CCCc1nnc(NC(=O)CN2C(=O)C3C4C=CC(C4)C3C2=O)s1 (centres undefined)	7%	2.3%	0.0%	i	1.5	-8%	6%	i	6	48	45	0.0	1361
CCc1nc(Nc2ccccc2F)c2oc3ccccc3c2n1	15%	3.5%	-1.3%	i	0.1	.	7%	i	49	.	.	.	.
CCn1nc(C(=O)OCC(=O)NCCN2C(=O)CSC2=O)c2ccccc2c1=O	0%	1.3%	0.1%	i	0.8	1%	1%	i	35	-9	-5	-8.1	973
Cn1c(NC(=O)/C=C/c2ccc(Cl)c(Cl)c2)cc(=O)n(C)c1=O	-9%	1.8%	-1.1%	i	0.7	-19%	3%	i	44	3	16	-0.3	509
O=C(COc1ccc([N+](=O)[O-])cc1)Nc1ccc(C(=O)Nc2ccccc2C(=O)O)cc1	.	0.0%	-0.1%	i	0.6	.	10%	i	50	10	2	-1.8	1046
O=C(OCC(=O)N1CCc2ccccc21)c1ccccc1	2%	4.0%	0.0%	i	1.6	-4%	16%	i	44	-16	-5	-3.6	1005
CCn1c(C(C)NC(=O)c2ccc(OC)c(OC)c2)nc2ccccc21 (centres undefined)	-2%	1.2%	-0.8%	i	0.9	6%	2%	i	50	-4	-17	-1.3	809
Cc1nnc(SCC(=O)N2CCCCC2)n1CC1CCCO1 (centres undefined)	5%	-0.6%	0.4%	i	0.8	-8%	13%	i	58	0	-7	3.0	1073
COc1ccc(NC(=O)C2CCCN2C(=O)NCc2ccccc2)cc1OC (centres undefined)	10%	0.8%	-0.5%	i	0.5	2%	8%	i	53	-14	6	-2.0	579
CC(=O)c1cccc(NC(=S)N2CCCC2)c1	11%	2.9%	-0.1%	i	0.6	-2%	6%	i	62	.	.	.	.
CN(/C=C/C(=C\C=[N+](C)c1ccccc1)OCCCS(=O)(=O)[O-])c1ccccc1	8%	-0.3%	0.4%	i	0.5	-4%	-3%	i	24	-2	-9	-0.3	1005
CCOCCn1c(SCc2ccc(C)cc2)nc2c1c(=O)[nH]c(=O)n2C	10%	2.8%	-0.1%	i	9.3	2%	2%	i	29	6	6	0.9	1131
CC(Oc1cccc(Br)c1)C(=O)NNC(=O)CCNC(=O)c1ccccc1Cl (centres undefined)	.	0.2%	.	i	0.8	.	6%	i	43	.	.	.	.
Cc1ccc(S(=O)(=O)NNC2CC(=O)N(c3ccc(Br)cc3)C2=O)cc1 (centres undefined)	2%	0.4%	0.9%	i	0.2	4%	8%	i	60	12	2	0.1	1514
Cc1nc(CCNS(=O)(=O)c2cccs2)cs1	7%	-0.4%	0.0%	i	0.4	-1%	15%	i	26	11	13	.	.
COC(=O)c1ccc(OCc2cc(=O)n3ccsc3n2)cc1	7%	0.9%	-0.1%	i	0.7	13%	3%	i	49	2	-17	-0.9	966
CN(C)S(=O)(=O)c1cccc(NC(=O)CN2C(=O)NC(Cc3c[nH]c4ccccc34)C2=O)c1 (centres undefined)	21%	0.5%	-0.1%	i	0.2	8%	.	i	34	-5	-6	1.6	979
CC(/C=C/c1ccccc1)=N\NC(=O)CCc1ccccc1	.	1.2%	-0.8%	i	0.4	.	5%	i	28	-6	-19	1.8	893
O=S(=O)(Nc1ccncc1Cl)c1cccc(Cl)c1Cl	8%	0.4%	0.2%	i	0.3	-7%	11%	i	22	.	.	-1.1	1182
Cc1ccc(S(=O)(=O)Nc2nc(C)cc(N/N=C/c3ccc(O)cc3)n2)cc1	11µM*	1.3%	-0.1%	i	0.1	14%	25%	i	61	-3	-6	1.8	944
CCCc1nnc(NC(=O)CCC(=O)NCc2ccccc2Cl)s1	14%	1.5%	-0.2%	i	1.3	-5%	1%	i	1	.	.	.	.
CC(C)C(=O)NCCc1nc(-c2ccccc2)no1	11%	2.3%	0.4%	i	1.5	-4%	5%	i	13	.	.	.	.
CCN(C(=O)c1ccc(C(C)(C)C)cc1)c1nnc(Cn2nnc3ccccc32)s1	18%	0.5%	2.8%	+	1.2*	-7%	8%	i	37	46	10	-1.7	905
Cc1ccc(NC(=O)C(C)N2C(=O)c3ccccc3C2=O)nc1 (centres undefined)	5%	0.8%	-0.2%	i	0.4	-5%	-5%	i	51	-4	10	-0.5	1504

Source: PubChem BioAssay
